# Screening data (PubChem BioAssay)
# MT stabilize HCS: microtubule stabilizers in HeLa cells, primary screen, imaging, high-content imaging | HeLa tubulin immunostaining HCS, 24 h; share of cells brighter than vehicle mean+2SD | % tubulin-high responders, % at 10 µM | 0.83% of 200,000 active;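 active = plate Z-score above 3 for both tubulin-high and condensed-nucleus cell shares, with cell loss under 80%, at 10 µM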;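 also: anti alpha tubulin signal scored within the nucleus-defined area of each cell; some results filed as inactive read as strong as hits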
# Dynein cargo inh: inhibitors of GR-EGFP nuclear translocation, primary screen, dynein cargo transport inhibitor project, imaging, high-content, 3617.4 mouse cells; test concentration mostly 20 µM; stimulated with dexamethasone, 1 µM; active compounds read low; z-score, hits read low; 0.47% of 220,000 active; AID 1381, 2008;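 active = plate z-score of nuclear minus cytoplasmic receptor signal below a set negative limit, without overly bright fluorescence or cell loss, cut at about -3.5 in these data, passing the limit was not always enough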;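 also: z-score of nuclear minus cytoplasmic ring GR-EGFP intensity difference per well; some compounds called inactive have numbers as strong as hits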
#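 Buffer or medium: tet-free, stripped-serum medium; Also added: dexamethasone, 1.0 µM final; Technique: high-content fluorescence imaging after fixation; Times: 48 h induction, 1 h compound, 30 min dex at 37 °C; Read-out: per-cell GR-EGFP intensity, nucleus versus surrounding cytoplasmic ring, well-averaged.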
# Insulin prom up: insulin promoter activators in MIN6 cells, imaging, high-content screening, mouse beta cells. MIN6 insulin promoter-GFP reporter; active compounds read high. 0.3% of 190,000 active. z-score at 5 µM. AID 1625, 2009;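 active = z-score above 3 at 5 µM with at least 500 cells counted in the well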
# Yfh1-off respiration: enhancers of respiration in Yfh1-depleted yeast, dose response, Friedreich's ataxia, plus single-dose screen (AID 1465); S. cerevisiae Yfh1-off respiration, WST-1 reduction, 72 h; higher fold induction means a stronger effect; 0.074% of 220,000 active; fold induction at 50 µM, or EC50 in µM where a hit was titrated;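 active = fold induction of absorbance versus untreated yeast above a set limit, then at least 30% activation at any dose in follow-up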;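 also: activators that raise dye reduction in frataxin-depleted yeast; strong numbers were not always called active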
# WT yeast gro inh: growth inhibition of WT strain, primary screen, mitochondrial fusion inhibitor project, WT and mutant strains, chemical genetic | mitochondrial fusion phenotypic screen | inhibition, % at 10 µM | 2.1% of 190,000 active | AID 1362, 2008; in the data active = inhibition above about 58%; tested in S. cerevisiae
# AID2073: inhibitors of Mint1-CaV2.2 protein interaction, biochemical, HTRF (AID 2073); Voltage-dependent N-type calcium channel subunit alpha-1B (Homo sapiens); inhibition, % at 20 µM, or IC50 in µM where a hit was titrated; 0.19% of 290,000 active; HTRF protein-protein interaction, Mint1-CaV2.2; higher % means a stronger effect; in the data active = inhibition mostly above about 51%, no sharp cut-off; also: some results filed as inactive read as strong as hits
# Autophagy mod: autophagy modulators in MEF cells, primary screen, imaging, high-content, MEF GFP-LC3 | 0.98% of 190,000 active | MEF GFP-LC3 puncta imaging; test concentration mostly 10 µM | calls only at 10 µM (by protocol);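 active = percentage of spot-positive cells more than 3 SD above its plate mean, without a fluorescence outlier flag or 80% toxicity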;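 also: spot-positive cell cutoff set from DMSO-treated cells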
# HIV peptide binding: inhibitors of HIV fusion peptide binding, primary screen, biochemical, uHTS, fluorescence dequenching (AID 1986); inhibition, % at 20 µM; hits with a dose series show IC50 in µM; 0.3% of 290,000 active; cell-free peptide binding, fluorescence dequenching, 30 min; higher % means a stronger effect; in the data active = inhibition mostly above about 52%, no sharp cut-off; inactive = mostly below about 76%; also: some results filed as inactive read as strong as hits
# b-catenin transl: modulators of beta-catenin nuclear translocation, primary screen, imaging, HeLa cells, immunofluorescence, high-content; nuclear translocation activity, % at 5 µM; 0.3% of 190,000 active; AID 1665, 2009;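 active = nuclear translocation activity above 50% at 5 µM, with a well cell count of 50 or more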;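 also: per-cell ratio of nuclear to cytoplasmic median beta-catenin stain intensity; plate controls were DMSO negative control for no effect and GSK-3 inhibitor IX positive control for full effect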
#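 test system = HeLa cells, endogenous beta-catenin | dosing = single 5 µM dose plus 0.02–20 µM confirmation series | times = compound treatment 24 h, 37°C, 5% CO2 | technique = beta-catenin immunofluorescence imaging with DAPI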
# WT yeast gro inh mutant strain: second read-out of WT yeast gro inh, no call of its own (marks repeat the call); inhibition, %; mitochondrial fusion phenotypic screen, mutant strain inhibition
# Dynein cargo inh cytoplasmic EGFP: recorded beside Dynein cargo inh, whose call it bears; z-score; measured here: cytoplasmic GR-EGFP intensity; active compounds read high
# Dynein cargo inh nuclear GR-EGFP: also measured in Dynein cargo inh; calls as there; z-score; measured here: nuclear GR-EGFP intensity;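 lower value marks the stronger effect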
# Dynein cargo inh cell count: further read-out of Dynein cargo inh, marked with its call; z-score; measured here: cell count per field
# Insulin prom up cell count: recorded beside Insulin prom up, whose call it bears; cell count; measured here: cytotoxicity, nuclei count;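 total cells summed across four imaged fields per well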
# b-catenin transl cell count 5 µM: recorded beside b-catenin transl, whose call it bears; cell count; measured here: cell count, cytotoxicity flag
# MT stabilize HCS Hoechst-high %: further read-out of MT stabilize HCS, marked with its call; % Hoechst-high responders; measured here: nuclear condensation Hoechst responders;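 share of cells brighter than vehicle mean plus two SD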
# MT stabilize HCS cytotoxicity %: further read-out of MT stabilize HCS, marked with its call; toxicity, %; measured here: cytotoxicity by cell density;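 0% = mean cell density of plate MIN control wells and 100% = no cells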
# Autophagy mod cell loss 18 h: also measured in Autophagy mod; calls as there; toxicity, %; measured here: cell loss, nuclei count;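 cell loss after 18 h compound exposure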
# An asterisk follows results filed as active; i = inactive; x = not tested or not shown.
SMILES,MT stabilize HCS,MT stabilize HCS Hoechst-high %,MT stabilize HCS cytotoxicity %,Dynein cargo inh,Dynein cargo inh cytoplasmic EGFP,Dynein cargo inh nuclear GR-EGFP,Dynein cargo inh cell count,Insulin prom up,Insulin prom up cell count,Yfh1-off respiration,WT yeast gro inh,WT yeast gro inh mutant strain,AID2073,Autophagy mod,Autophagy mod cell loss 18 h,HIV peptide binding,b-catenin transl,b-catenin transl cell count 5 µM
CCOc1ccc(CNC(=O)C(CC)n2nc(C)n3c(cc4occc43)c2=O)cc1OC (stereo not drawn),2.4,2.4,9.0,0.195,-0.274,0.404,0.323,-0.06,1955,i,2.6,-31.7,4.2%,i,-7.5,-2.2%,-1.7,1068
C(=N\NCc1ccccc1)/c1ccc2nccnc2c1,x,x,x,1.4,-0.244,0.567,-1.13,0.1,1151,i,x,x,-2.3%,x,x,-1.9%,1.6,1297
Cc1cccc(N2C(=O)c3cccc4c(N5CCCCC5)c([N+](=O)[O-])cc(c34)C2=O)c1C,1.3,2.2,9.7,0.964,-0.211,0.588,-0.64,0.09,1385,i,15.6,7.3,5.0%,i,15.7,12.5%,x,x
O=S1(=O)N=C(N2CCN(Cc3ccc4c(c3)OCO4)CC2)c2ccccc21,2.1,1.2,11.3,1.08,-0.291,0.965,-0.321,-0.25,1297,i,-17.7,1.1,-2.9%,i,5.0,-2.0%,x,x
CCCC(=Nc1ccccc1OC)C1=C(O)CC(c2ccccc2)CC1=O (stereo not drawn),3.7,2.5,8.1,0.801,-0.175,0.591,-1.7,0.42,1123,i,-11.4,17.6,0.4%,i,0.6,0.3%,x,x
O=C(c1cc2ccccc2s1)N1CCOCC1,x,x,x,-0.194,-0.277,-0.31,0.999,1.32,1445,i,x,x,8.8%,x,x,-0.4%,0.5,1202
CCCCOC(=O)c1ccc(NC(=O)c2cnccn2)cc1,3.7,2.5,7.0,-0.628,-0.0814,-0.269,1.14,-0.96,1250,i,3.2,-10.3,4.0%,i,-3.5,-2.0%,-1.2,1157
COc1ccc2nc(/C=N/NC(=O)[C@@H]3CCCN3C(=O)OC(C)(C)C)ccc2c1,x,x,x,-0.308,-0.175,-0.183,0.228,0.41,1055,i,x,x,7.8%,x,x,0.2%,-1.2,1352
Cc1ccc(NS(=O)(=O)c2cc(C(=O)NCCSC3CCCCC3)ccc2C)cc1,2.8,1.0,6.6,-1.09,0.944,-0.493,0.489,-0.24,1834,i,20.4,-2.7,5.4%,i,19.9,1.0%,1.8,1042
Oc1ccccc1/C=N/Nc1ncc(Br)cn1,2.2,4.2,3.1,-0.861,-0.283,-0.719,1.1,-0.29,1059,i,-1.6,-2.7,4.0%,i,18.9,-2.1%,2.2,924
CC(=O)N1CCc2cc(S(=O)(=O)NCCC(=O)Nc3ccc4c(c3)OCCO4)ccc21,6.6,2.6,7.0,-0.991,-0.227,-0.222,0.313,-0.35,1346,i,1.2,-3.3,-2.1%,i,2.2,0.4%,-2.0,1078
C[C@H](NC(=O)c1nc[nH]c1C(=O)N[C@@H](Cc1ccccc1)C(=O)OC(C)(C)C)c1ccccc1,2.8,0.7,3.2,-0.814,-0.202,-0.141,0.34,-0.4,1378,i,5.5,-1.4,12.6%,i,-21.7,0.6%,-3.8,1167
CCOc1ccccc1C1CC(c2ccc(Cl)cc2)Nc2nc(N)nn21 (stereo not drawn),6.2,1.2,3.6,-0.284,-0.275,-0.143,0.523,0.31,880,i,3.9,7.3,-8.3%,x,x,-4.2%,-0.2,1150
CCOC(=O)N1CCN(C(=O)COc2ccc(S(=O)(=O)NCC(C)C)cc2C)CC1,1.8,1.5,10.0,0.346,0.0283,0.275,-1.07,0.55,773,i,-5.8,-40.7,3.8%,i,7.7,-2.2%,-9.5,1044
Cc1ccc(C)c(CSc2nnc(-c3cccnc3)n2N)c1,7.7,1.9,9.4,0.0904,-0.106,0.378,0.603,x,x,i,-1.1,-5.2,-0.3%,i,-6.9,-2.1%,x,x
Cc1ccc(-n2ccnc2SCC(=O)N(CC(C)C)C2CCS(=O)(=O)C2)c(C)c1 (stereo not drawn),3.5,2.9,14.0,0.52,-0.321,0.0462,0.491,-1.91,934,i,28.8,28.8,-20.3%,i,36.1,-1.6%,1.3,1445
CCC(C(=O)O/N=C(\N)c1ccc(C)cc1)c1ccccc1 (stereo not drawn),1.9,1.8,9.4,0.807,-0.102,0.67,0.00898,x,x,i,39.7,27.4,-6.0%,i,1.9,-0.5%,-7.8,1249
Cc1nc(Cl)sc1C(=O)Nc1ccccc1,3.4,2.6,4.3,-0.214,-0.289,-0.496,0.693,0.27,1286,i,-1.4,-2.5,3.6%,i,-5.6,0.3%,-4.8,501
CNC(=S)N/N=C(\C)c1ccccc1,x,x,x,-0.516,-0.277,-0.313,0.757,-0.05,1459,i,x,x,-11.0%,x,x,-0.2%,-3.5,1154
COC(=O)C1=CN(CCOC23CC4CC(CC(C4)C2)C3)C=C(C(=O)OC)C1c1ccsc1,1.6,1.0,3.1,-0.506,-0.156,-0.619,0.36,0.44,1239,i,67.8*,3.1*,2.7%,i,29.6,0.2%,0.2,1102
NC(=O)[C@H]1CC2(CC(c3cccc(NC(=O)CC(c4ccccc4)c4ccccc4)c3)=NO2)CN1C(=O)c1ccccc1C(=O)c1ccccc1 (stereo partly drawn),x,x,x,0.305,-0.804,0.272,-0.232,-0.33,968,i,x,x,31.1%,x,x,7.5%,-1.3,1102
COc1ccccc1Nc1nc(N)nc(CSC(=S)N2CCC(C)CC2)n1,2.1,4.0,10.7,-0.724,-0.298,-0.743,0.777,0.05,1262,i,43.3,22.5,2.6%,i,-4.1,-2.4%,7.2,949
CCn1c(SCc2cccc(C(=O)O)c2)nnc1-c1ccccc1,2.7,1.8,10.5,-0.268,-0.273,0.206,0.0873,0.9,1508,i,14.9,17.1,-11.3%,i,16.6,0.3%,-2.8,948
CC(=O)N(CC1CCCO1)c1nnc(-c2cnccn2)s1 (stereo not drawn),1.8,1.8,5.8,-0.71,-0.192,-0.294,0.513,-0.49,1209,i,1.9,0.2,0.7%,i,-3.0,3.5%,1.9,1103
O=C(NCCN1C(=O)C2C3C=CC(C3)C2C1=O)Nc1ccc(Br)cc1 (stereo not drawn),9.7,3.1,8.1,-1.42,-0.236,-0.731,0.717,-0.61,736,i,-1.8,4.1,-4.1%,i,8.2,0.0%,x,x
# Remaining list, next part
SMILES,MT stabilize HCS,MT stabilize HCS Hoechst-high %,MT stabilize HCS cytotoxicity %,Dynein cargo inh,Dynein cargo inh cytoplasmic EGFP,Dynein cargo inh nuclear GR-EGFP,Dynein cargo inh cell count,Insulin prom up,Insulin prom up cell count,Yfh1-off respiration,WT yeast gro inh,WT yeast gro inh mutant strain,AID2073,Autophagy mod,Autophagy mod cell loss 18 h,HIV peptide binding,b-catenin transl,b-catenin transl cell count 5 µM
Cc1cccc(NC(=O)CSc2nnc(-c3ccc(S(=O)(=O)N4CCOCC4)cc3)n2C)c1,1.1,2.4,13.7,2.17,0.292,0.987,-1,x,x,i,10.7,8.2,-4.9%,i,13.0,-0.6%,x,x
CCN(Cc1cc2cc(C)ccc2[nH]c1=O)C(=O)c1cccc([N+](=O)[O-])c1,x,x,x,-0.128,-0.24,-0.107,0.29,-0.28,1058,i,x,x,1.3%,x,x,1.9%,-0.6,1364
COc1ccc(OCCCC(=O)Nc2nnc(C3CCCO3)s2)cc1 (stereo not drawn),2.2,2.0,0.0,0.468,-0.207,0.678,0.43,-0.5,1263,i,-17.3,-12.7,10.6%,i,17.7,-1.4%,-2.3,1195
CCOC(=O)N1CCN(C(=O)CCSc2ccc(Cl)cc2)CC1,4.4,2.0,4.7,-0.0564,-0.165,0.375,-0.948,x,x,i,-10.1,0.4,-2.3%,i,-15.4,1.6%,-2.9,531
N#Cc1cccc(Cn2cc(C(F)(F)F)ccc2=O)c1,x,x,x,0.442,-0.221,0.0943,0.147,-0.51,1458,i,x,x,3.1%,x,x,0.3%,-0.1,1284
CC(=O)c1ccc(NC(=S)NC(C)c2ccc(Cl)cc2Cl)cc1 (stereo not drawn),2.2,2.1,7.1,-1.2,-0.168,-0.494,0.302,0.11,1449,i,83.9*,78.9*,0.2%,i,4.5,0.4%,-0.5,1085

# Compound profiles (already shown). Order of screens: MT stabilize HCS	MT stabilize HCS Hoechst-high %	MT stabilize HCS cytotoxicity %	Dynein cargo inh	Dynein cargo inh cytoplasmic EGFP	Dynein cargo inh nuclear GR-EGFP	Dynein cargo inh cell count	Insulin prom up	Insulin prom up cell count	Yfh1-off respiration	WT yeast gro inh	WT yeast gro inh mutant strain	AID2073	Autophagy mod	Autophagy mod cell loss 18 h	HIV peptide binding	b-catenin transl	b-catenin transl cell count 5 µM
# `Cc1cccc(N2C(=O)c3cccc4c(N5CCCCC5)c([N+](=O)[O-])cc(c34)C2=O)c1C` as listed: 1.3	2.2	9.7	0.964	-0.211	0.588	-0.64	0.09	1385	i	15.6	7.3	5.0%	i	15.7	12.5%	x	x
# `O=C(NCCN1C(=O)C2C3C=CC(C3)C2C1=O)Nc1ccc(Br)cc1` (stereo not drawn) as listed: 9.7	3.1	8.1	-1.42	-0.236	-0.731	0.717	-0.61	736	i	-1.8	4.1	-4.1%	i	8.2	0.0%	x	x
# `Cc1ccc(-n2ccnc2SCC(=O)N(CC(C)C)C2CCS(=O)(=O)C2)c(C)c1` (stereo not drawn) as listed: 3.5	2.9	14.0	0.52	-0.321	0.0462	0.491	-1.91	934	i	28.8	28.8	-20.3%	i	36.1	-1.6%	1.3	1445
